# Screens: PubChem BioAssay, National Center for Advancing Translational Sciences (NCATS)
# GPT2 inh: Primary qHTS assay for inhibitors of Glutamate pyruvate transaminase 2 (GPT2) | Alanine aminotransferase 2 (Homo sapiens), Q8TD30 | Recombinant GPT2, coupled pyruvate oxidase/HRP Amplex Red fluorescence | Potency, µM (titrated, usually from 57.7 µM), without a hit: at the top dose activity change, negative = inhibition, actives largely listed as inhibitors | actives 0.25% (n = 100,000) | AID 1671188, 2021; note: potency is the fitted concentration of half-maximal effect; nearly all actives have a fitted effect of over 60% in size; many of its hits are not listed in these tables
# Target sequence (Q8TD30 whole entry, looked up): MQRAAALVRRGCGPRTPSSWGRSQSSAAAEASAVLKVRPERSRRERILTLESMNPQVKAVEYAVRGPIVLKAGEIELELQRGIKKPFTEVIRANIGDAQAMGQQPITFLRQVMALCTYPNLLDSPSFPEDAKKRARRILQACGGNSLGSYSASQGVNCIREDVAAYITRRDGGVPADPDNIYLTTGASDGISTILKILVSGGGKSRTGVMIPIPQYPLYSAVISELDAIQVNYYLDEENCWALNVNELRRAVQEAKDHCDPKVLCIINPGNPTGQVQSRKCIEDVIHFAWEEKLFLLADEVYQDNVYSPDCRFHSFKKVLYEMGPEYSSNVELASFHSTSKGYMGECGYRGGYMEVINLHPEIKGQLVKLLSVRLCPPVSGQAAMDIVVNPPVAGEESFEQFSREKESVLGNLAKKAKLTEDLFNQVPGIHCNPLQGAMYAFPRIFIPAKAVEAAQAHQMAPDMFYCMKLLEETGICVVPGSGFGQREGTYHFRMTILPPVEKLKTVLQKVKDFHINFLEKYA
#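 Fluorescence read-out: pyruvate from GPT2 turnover coupled to pyruvate oxidase, HRP and Amplex Red (0.2mM ThPP, 0.2U/mL PO and HRP, 50uM Amplex final). Substrates 250uM a-KG, 2mM L-alanine; enzyme 10ng/uL; 30 min RT.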
# FLuc inh: Firefly luciferase inhibition profiling of diverse chemical library using quantitative high-throughput screening | AID 1347043, 2019 | Potency, µM (titrated, usually from 115 µM), inactives show at the top dose activity change, negative = inhibition, most hits filed as inhibitors | Luciferin 4-monooxygenase (Photinus pyralis), P08659 | purified P. pyralis luciferase, luminescence, biochemical | actives 2.5% (n = 76,000); note: potency is the fitted concentration of half-maximal effect; nearly all actives have a fitted effect of over 65% in size
# Target sequence (P08659 whole entry, looked up): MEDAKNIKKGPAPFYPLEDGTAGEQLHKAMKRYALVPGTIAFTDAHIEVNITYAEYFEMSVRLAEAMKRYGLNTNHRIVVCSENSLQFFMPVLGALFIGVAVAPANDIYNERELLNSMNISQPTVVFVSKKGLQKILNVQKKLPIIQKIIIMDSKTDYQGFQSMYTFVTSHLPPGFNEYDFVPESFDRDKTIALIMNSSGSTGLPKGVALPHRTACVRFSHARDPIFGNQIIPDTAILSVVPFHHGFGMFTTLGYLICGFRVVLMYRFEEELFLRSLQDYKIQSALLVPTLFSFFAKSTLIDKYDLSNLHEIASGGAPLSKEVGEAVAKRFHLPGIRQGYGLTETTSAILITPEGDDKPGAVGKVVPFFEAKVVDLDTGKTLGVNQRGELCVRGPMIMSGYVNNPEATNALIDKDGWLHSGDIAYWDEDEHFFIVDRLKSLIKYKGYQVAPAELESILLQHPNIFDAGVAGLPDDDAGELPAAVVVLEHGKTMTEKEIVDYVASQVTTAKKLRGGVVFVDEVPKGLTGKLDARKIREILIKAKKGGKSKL
#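 FLuc 10nM, D-luciferin 10uM, ATP 10uM, Mg acetate 10mM, Tris acetate pH 7.5, Tween/BSA; cpd qHTS; enzyme added last; CCD luminescence.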
# HEK cytotox: Cytotoxic Profiling in HEK 293 Cell Line of Diverse Libraries Using Quantitative High-Throughput Screening; HEK 293 viability, ATP luminescence (CellTiter-Glo), 48-72 h; Potency, µM (series often up to 115 µM), for inactives: top-dose activity change, negative = cytotoxicity, hits mostly inhibitors; actives 6.6% (n = 94,000); AID 1345083, 2018; note: potency is the fitted concentration of half-maximal effect; nearly all actives have a fitted effect of over 60% in size
#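 qHTS cytotoxicity; HEK 293, 250 cells/well; compound pinned; 48 or 72 hr, 37 degree Celsius, 5% CO2, 95% humidity; CellTiter-Glo, 10 min RT; luminescence (ATP).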
# SNCA expr inhib: Primary qHTS assay for inhibitors of alpha-synuclein gene (SNCA) expression. HEK-293 SNCA-luciferase knock-in, luminescence, 24 h. Potency, µM (highest dose often 57.2 µM), for the others: at the top dose activity change, negative = inhibition, usual class: inhibitors. actives 0.17% (n = 140,000). AID 1671194, 2021;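 note: potency is the fitted concentration of half-maximal effect; plate controls were DMSO cells for no effect and cell-free wells for full effect; nearly all actives have a fitted effect of over 45% in size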
# NIH3T3 tox: Cytotoxic Profiling in NIH 3T3 Cell Line of Diverse Libraries Using Quantitative High-Throughput Screening. Potency, µM (highest dose often 96.7 µM), without a hit: top-dose activity change, negative = cytotoxicity, usual class: inhibitors. NIH 3T3 viability, CellTiter-Glo ATP luminescence, 48-72 h. actives 4.3% (n = 94,000). AID 1345082, 2018; note: potency is the fitted concentration of half-maximal effect; nearly all actives have a fitted effect of over 55% in size
#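 Cells were seeded at 400 per well, treated with pin-transferred compound, and kept 48 or 72 hr at 37 °C before CellTiter-Glo addition and luminescence imaging of cellular ATP.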
# IP6K1 inh: Primary qHTS assay for small molecule inhibitors of Inositol hexaphosphate kinase 1 (IP6K1); Inositol hexakisphosphate kinase 1 (Homo sapiens), Q92551; IP6K1 kinase, ADP-Glo luminescence, 2 h; active compounds read low; activity change, % (series mostly up to about 58 µM); actives 0.81% (n = 140,000); AID 1645851, 2021; in the data active = activity change below about -25%
#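 ADP-Glo luminescence measures ADP made by human IP6K1 during a 2 h RT reaction with ATP/IP6 (mix at 1.3 mM/130 uM); top library doses 57.5 and 19.1 uM final.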
# SNCA viab count: GF-AFC viability counterscreen for inhibitors of alpha-synuclein gene (SNCA) expression; HEK-293-SNCA-luc viability, GF-AFC fluorescence, 24 h; Potency, µM (highest dose often 57.1 µM), without a hit: top-dose activity change, negative = cytotoxicity, most hits filed as cytotoxic; actives 0.12% (n = 150,000); AID 1671193, 2021;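 note: potency is the fitted concentration of half-maximal effect; 0% = DMSO-treated cells and -100% = medium-only wells without cells; nearly all actives have a fitted effect of over 30% in size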
#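 HEK-293-SNCA-luc cells (1500/well) plated 24 h, then exposed 24 h to a dilution series; GF-AFC added 30 min at 37C, fluorescence 405/540 nm; normalised to medium-only and DMSO wells, Hill fit.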
# The depositor's hits bear a star; i = inactive; ? = inconclusive; . = not tested or not shown; & = joins results of further samples; [ ] = dose if it differs, or a comment. Unless noted, calls come from the whole dose curve; as a rule, active = well fitted curve in the direction sought with a large enough effect; inconclusive = small, poorly fitted or top-dose-only effect, or another doubt; inactive = no such curve, though single readings can be large; an effect the other way counts as inactive or inconclusive. Unless noted, % is set by controls: 0 for no effect and ±100 for the full control effect. A portion of the library; count on the stated rates, not on these rows.
SMILES,GPT2 inh,FLuc inh,HEK cytotox,SNCA expr inhib,NIH3T3 tox,IP6K1 inh,SNCA viab count
CC1=C[C@@H](CNCc2cccnc2)[C@H](C(C)C)C[C@H]1Cc1nnc(-c2ccc([N+](=O)[O-])cc2)o1,i,9%,11µM*,?,32µM*,1,?
CN(Cc1ccc2c(c1)CCO2)C1CCc2nn(CC3CC3)c(=O)n2CC1 (stereo not drawn),-13%,3%,-23%,4%,-18%,7,5%
C[C@@H]1O[C@@H](O[C@H]2[C@@H](OC(=O)[C@]34CCC(C)(C)CC3C3=CCC5[C@@]6(C)C[C@H](O)[C@H](O[C@@H]7O[C@H](C(=O)O)[C@@H](O)[C@H](O)[C@H]7O)[C@@](C)(C(=O)O)C6CC[C@@]5(C)[C@]3(C)CC4)OC[C@H](O)[C@@H]2O)[C@H](O)[C@H](O)[C@H]1O[C@@H]1OC[C@@H](O)[C@H](O)[C@H]1O (stereo partly drawn),i,.,.,.,.,-10,-13%[12.5 µM]
CN1C(=O)CC(C(=O)O)C12CCN(C/C=C/c1ccccc1)CC2 (stereo not drawn),-23%,-6%,-25%,17%,-8%,1,4%
CC1=C(C(=O)N2CCCCC2)C(c2ccc(Cl)cc2)n2c(nc3ccccc32)N1 (stereo not drawn),.,.,.,9%,.,-7,16%
CCCOCCNC(=O)c1c(C)noc1-c1ccc(C(C)(C)C)cc1,?,-8%,?,-3%,-43%,2,-1%
COc1ccccc1Cn1cc(C(=O)c2ccc(C)cc2)c(=O)c2cc(F)cc(F)c21,.,.,.,11%,.,-11,-2%
O=C1NC(=O)/C(=C/c2ccc3c(c2)OC(F)(F)O3)S1,-8%&1%,.,.,119%[activator],.,-37*,-5%&-10%
CCOc1ccc2c(n1)CCN(C(=O)C1(c3ccc(OC)cc3)CC1)C2,1%,-13%,?,-28%,?,-11,4%[12.5 µM]
O=C(O)C1=CCNCC1,i,.,.,23%,.,.,20%
O=C(c1ccc(N2CC3CC(C2)[C@H]2CCCC(=O)N2C3)nc1)N1CCN(c2ccccn2)CC1 (stereo partly drawn),-4%,-6%,-27%,-25%,?,12,-3%
COc1cc(NC(=O)CC(C)S(=O)(=O)c2cc3c4c(c2)CCN4C(=O)CC3)cc(OC)c1 (stereo not drawn),.,.,.,8%,.,-3,-13%
CCc1c(C)sc2c1CCN(Cc1ccccc1F)C2c1ccccc1 (stereo not drawn),.,.,.,-18%,.,-1,?
O=C1CN(C(=O)c2ccc(Cl)cc2)CC(O)CN1CCOc1ccccc1 (stereo not drawn),.,.,?,.,-26%,15,.
Cc1ccc(-c2cc(N)n3nc(-c4ccc(C)cc4)cc3n2)cc1,.,.,.,50%[activator],.,1,-2%
COC(C)c1nc(C2CCOCC2)nn1Cc1ccc2c(c1)OCO2 (stereo not drawn),3%,-14%,-6%,4%,-21%,0,-5%
CCOC(=O)c1ccccc1NC(=O)c1c(C)oc2ncnc(N3CCOCC3)c12,.,.,.,-7%,.,-15,-4%
Cc1c(C(=O)N2CCC(C)CC2)c(S(=O)(=O)N2CCN(c3ccc(Cl)cc3)CC2)c(C)n1C,.,.,.,-14%,.,2,-15%
Cc1nn(-c2ccccc2)c2c1C(C(C)C)N(C1CCN(C(=O)c3ccncc3)C1)C2=O (stereo not drawn),.,.,?,.,-18%,-9,.
CCn1c(CNC(=O)c2ccc(OC)cc2)nnc1SCC(=O)Nc1cc(C)ccc1C,.,.,.,13%,.,-4,?
Cc1nc(CC(=O)Nc2nn(C)c3cccc(Oc4cccnc4)c23)cs1,-3%[11.5 µM],0%,-1%,-26%,-10%,-8,-2%
CN1CCC(C(=O)N2Cc3ccccc3CC3(CCCCN3CC3CCNC3)C2)CC1 (stereo not drawn),-7%,.,-1%,-18%,-4%,3,-5%
COC(=O)c1ccc2nc(CO[C@H]3CN(Cc4cccnc4)C[C@H]3F)[nH]c2c1,3%[88.5 µM],9%[172 µM],-28%[172 µM],8%[87.6 µM],-14%[174 µM],-9,0%[87.6 µM]
CCN1CCN(C(c2ccc(SC)cc2)c2c(O)cc(C)n(CCOC)c2=O)CC1 (stereo not drawn),.,.,.,32%[activator],.,6,13%
CC(C)c1nnc(C2CN(C(=O)C3CCCC3)CC23CCOCC3)o1 (stereo not drawn),-3%,3%,0%,15%,i,4,6%

# Three entries out of the list, ordered by heavy-atom count, rising.
SMILES,GPT2 inh,FLuc inh,HEK cytotox,SNCA expr inhib,NIH3T3 tox,IP6K1 inh,SNCA viab count
Cc1nc(CC(=O)Nc2nn(C)c3cccc(Oc4cccnc4)c23)cs1,-3%[11.5 µM],0%,-1%,-26%,-10%,-8,-2%
COC(=O)c1ccc2nc(CO[C@H]3CN(Cc4cccnc4)C[C@H]3F)[nH]c2c1,3%[88.5 µM],9%[172 µM],-28%[172 µM],8%[87.6 µM],-14%[174 µM],-9,0%[87.6 µM]
CC1=C[C@@H](CNCc2cccnc2)[C@H](C(C)C)C[C@H]1Cc1nnc(-c2ccc([N+](=O)[O-])cc2)o1,i,9%,11µM*,?,32µM*,1,?

# Entries listed so far that contain a carbonyl joined to an NH by a bond outside any ring (five):
SMILES,GPT2 inh,FLuc inh,HEK cytotox,SNCA expr inhib,NIH3T3 tox,IP6K1 inh,SNCA viab count
CCCOCCNC(=O)c1c(C)noc1-c1ccc(C(C)(C)C)cc1,?,-8%,?,-3%,-43%,2,-1%
COc1cc(NC(=O)CC(C)S(=O)(=O)c2cc3c4c(c2)CCN4C(=O)CC3)cc(OC)c1 (stereo not drawn),.,.,.,8%,.,-3,-13%
CCOC(=O)c1ccccc1NC(=O)c1c(C)oc2ncnc(N3CCOCC3)c12,.,.,.,-7%,.,-15,-4%
CCn1c(CNC(=O)c2ccc(OC)cc2)nnc1SCC(=O)Nc1cc(C)ccc1C,.,.,.,13%,.,-4,?
Cc1nc(CC(=O)Nc2nn(C)c3cccc(Oc4cccnc4)c23)cs1,-3%[11.5 µM],0%,-1%,-26%,-10%,-8,-2%

# (more compounds)
SMILES,GPT2 inh,FLuc inh,HEK cytotox,SNCA expr inhib,NIH3T3 tox,IP6K1 inh,SNCA viab count
COc1nccc(N2CC[C@@](O)(C3CCOCC3)[C@H](C)C2)c1C#N,-3%,-6%,-2%,-13%,-2%,6,2%
CCNC(=O)N[C@H]1[C@H](O)[C@@H](N2CCCCC2)[C@@H]2OC[C@H]1O2,0%[88.5 µM],-5%[172 µM],3%[172 µM],-16%[87.6 µM],-11%[174 µM],5,-7%[87.6 µM]
COC(=O)NC1CCN(c2ccc3nnc(C)n3n2)CC1,.,.,-5%[172 µM],.,-26%[138 µM],-6,.
O=C1CCCN1CCCN1C(=O)[C@@H]2C[C@@H](O)CN2C2(CNC2)C1=O,1%[88.5 µM],17%[172 µM],-4%[172 µM],15%[87.6 µM],-9%[174 µM],8,-1%[87.6 µM]
Cc1nc(C)c(C(=O)NCC23CCCC=C2N(C)C(=O)CC3)s1 (stereo not drawn),i,2%,i,-6%,-2%,-6,-1%
Cc1cccc(-c2nc(SCC(=O)Nc3ccc4c(c3)OCO4)c(-c3ccccc3)[nH]2)c1,.,.,.,?,.,-14,?
Cc1ccc([S+](=O)([O-])NC2CCN(c3nc4ncccc4o3)CC2)cc1,i,6%,-17%,-5%,-35%,1,-7%
COCc1cc(CC2(NCc3ccc(F)cc3)COC2)no1,-23%[88.5 µM],-11%[172 µM],-8%[172 µM],2%[87.6 µM],-18%[138 µM],-5,-7%[87.6 µM]
CCCCS(=O)(=O)N1CCC2(CC1)CN(C(C)=O)CC2COC (stereo not drawn),i,-3%,i,1%,-4%,9,12%
COc1ccc2c(c1)C(COCc1cccc(C(=O)O)c1)=CC(C)(C)CO2,.,.,-2%,.,?,-5,.
O=C(COc1ccc2ccccc2c1)NC1CC(=O)N(c2cccc(F)c2)C1 (stereo not drawn),.,.,.,0%,.,43,10%
O=S(=O)(Nc1ccc(Cl)cc1)c1ccc(NS(=O)(=O)c2ccc3c(c2)OCCO3)cc1,.,.,.,-1%,.,8,-3%
CCOc1ccc(C2C(C(=O)Nc3ccc(Cl)cc3)=C(C)Nc3nc(C(F)(F)F)nn32)cc1 (stereo not drawn),.,.,.,-16%,.,12,-2%
COc1cccc(CN2CC3(C2)C(=O)N(Cc2ccccc2F)C(=O)[C@@H]2C[C@@H](O)CN23)c1,-1%,-1%,i,-3%,-5%,-9,0%
O=[S+]1([O-])NCC2(CCCN(Cc3ccc(OC(F)(F)F)cc3)C2)Nc2ccccc21 (stereo not drawn),-13%,-2%,?,?,45µM*,30,-10%
COc1ccc(N2CC(NC(=O)c3ccco3)CC2=O)cc1OC (stereo not drawn),.,.,.,1%,.,3,-3%
COCc1nc(C2CCN(C(=O)c3ccn[nH]3)C2)no1 (stereo not drawn),2%,-2%,-5%,2%,i,-1,10%
COc1ccc(C(=O)N2CCC(n3cc(-c4nc(C)no4)nn3)CC2)cc1F,i,-1%,-21%,-4%,-20%,10,1%
O=C1NCc2ccccc2CC12CCCCN2Cc1ccnc2ccccc12 (stereo not drawn),i,.,?,6%,?,-13,-12%
Cc1cc(Cl)ccc1S(=O)(=O)N1C[C@H](F)C[C@@H]1C(=O)N1CCOCC1,i,2%,-9%,2%,-5%,5,-6%
COc1cccc(-c2ccc(S(=O)(=O)N3CCSCC3)cc2)n1,-26%,-9%,45µM*,10%,?,1,-2%
CCN1C(=O)c2ccccc2Sc2ccc(NC(=O)c3ccc(C)c(F)c3)cc21,.,.,.,-5%,.,5,-19%
Cc1ccc(-c2noc(CCCC(=O)N3CCC(CCOc4ccccc4F)C3)n2)cc1 (stereo not drawn),-2%,-7%,?,-21%,?,26,-3%
COc1ccc(-c2ccc3nnc(CNC(=O)C(C)Oc4ccc(Cl)cc4)n3n2)cc1 (stereo not drawn),i,-1%,-15%,18%,-8%,-10,-5%
Clc1ccc(C2Cn3nnc(-c4nc(-c5cccc(Cl)c5)no4)c3CO2)cc1 (stereo not drawn),i,-18%,-2%,0%,-9%,0,4%
O=[S+]([O-])(c1ccccc1)N1CCn2c(nnc2-c2ccc(Cl)cc2)C1,i,.,?,-1%,?,6,-9%
